# Compound activity: PubChem BioAssay, several laboratories
# DUSP3 inh: VHR1 phosphatase inhibitors, primary screen, biochemical, absorbance, uHTS. Dual specificity protein phosphatase 3 (Homo sapiens), P51452. recombinant VHR phosphatase, pNPP absorbance. inhibition, % at 13.3 µM. 0.52% of 290,000 active; in the data active means inhibition above about 50%; further: some compounds called inactive have numbers as strong as hits
# Target sequence (P51452 whole entry, looked up): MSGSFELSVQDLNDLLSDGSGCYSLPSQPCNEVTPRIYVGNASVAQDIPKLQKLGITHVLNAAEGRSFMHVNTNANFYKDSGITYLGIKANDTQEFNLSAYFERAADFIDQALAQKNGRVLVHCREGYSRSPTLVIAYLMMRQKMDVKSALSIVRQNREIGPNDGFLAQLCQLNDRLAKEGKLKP
# BoNT F protease: BoNT/F light chain protease inhibitors, primary screen, biochemical, flow cytometry, MLPCN library | Multiplex microsphere protease cleavage assay | inhibition, % at 10 µM | 0.22% of 360,000 active; in the data active means inhibition above about 35%, passing the limit was not always enough; further: plate controls were buffer without enzyme for full effect and enzyme alone for no effect
# FadD28 FP inh: inhibitors of FadD28 bisubstrate probe binding, primary screen, biochemical, fluorescence polarization, single point; 0.22% of 360,000 active; inhibition, % at 12.5 µM; Mycobacterium tuberculosis FadD28 fatty-acid-AMP ligase; in the data active means inhibition above about 8.5%, passing the limit was not always enough
# MazEF act: activators of E. coli MazEF toxin-antitoxin RNase, primary screen, biochemical, fluorescence, uHTS. activation, % at 20 µM. Endoribonuclease toxin MazF (Escherichia coli (strain K12)), P0AE70. 0.32% of 350,000 active. FAM/BHQ RNA-DNA oligo cleavage fluorescence, 5 h. AID 504720, 2011; in the data active means activation above about 50%
# Target sequence (P0AE70 whole entry, looked up): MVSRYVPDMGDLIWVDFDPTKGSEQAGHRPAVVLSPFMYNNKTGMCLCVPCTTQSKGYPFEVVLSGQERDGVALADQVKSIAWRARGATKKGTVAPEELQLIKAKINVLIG
# Mtb UGM inh: M. tuberculosis UGM enzyme inhibitors, primary screen, biochemical, fluorescence polarization, single point; AID 504406, 2011; purified UGM, fluorescence polarization probe displacement; 0.06% of 320,000 active; inhibition, % at 10 µM; UDP-galactopyranose mutase (Mycobacterium tuberculosis (strain ATCC 25618 / H37Rv)), …; in the data active means inhibition above about 10%, passing the limit was not always enough
# Target sequence (P9WIQ1 whole entry, looked up): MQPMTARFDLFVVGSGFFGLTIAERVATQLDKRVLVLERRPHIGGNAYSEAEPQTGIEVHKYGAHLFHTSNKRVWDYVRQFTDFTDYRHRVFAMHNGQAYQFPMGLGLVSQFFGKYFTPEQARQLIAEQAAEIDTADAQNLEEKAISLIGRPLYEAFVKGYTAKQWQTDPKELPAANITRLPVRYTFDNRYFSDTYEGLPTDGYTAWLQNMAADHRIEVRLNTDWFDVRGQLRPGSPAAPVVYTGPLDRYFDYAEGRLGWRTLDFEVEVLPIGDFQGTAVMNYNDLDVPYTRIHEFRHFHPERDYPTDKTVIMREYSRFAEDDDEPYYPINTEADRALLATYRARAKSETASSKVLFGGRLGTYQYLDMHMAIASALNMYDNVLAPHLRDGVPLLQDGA
# FBA Mtb inh: Mtb FBA enzyme inhibitors, primary screen, biochemical, fluorescence, strain H37Rv. Fructose-bisphosphate aldolase (Mycobacterium tuberculosis (strain ATCC 25618 / H37Rv)), …. purified M. tuberculosis FBA, fluorescence read-out. inhibition, % at 1 µM. 2.3% of 360,000 active. AID 588726, 2011; in the data active means inhibition above about 27%;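 further: 0% = vehicle and 100% = reference inhibitor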
# Target sequence (P9WQA3 whole entry, looked up): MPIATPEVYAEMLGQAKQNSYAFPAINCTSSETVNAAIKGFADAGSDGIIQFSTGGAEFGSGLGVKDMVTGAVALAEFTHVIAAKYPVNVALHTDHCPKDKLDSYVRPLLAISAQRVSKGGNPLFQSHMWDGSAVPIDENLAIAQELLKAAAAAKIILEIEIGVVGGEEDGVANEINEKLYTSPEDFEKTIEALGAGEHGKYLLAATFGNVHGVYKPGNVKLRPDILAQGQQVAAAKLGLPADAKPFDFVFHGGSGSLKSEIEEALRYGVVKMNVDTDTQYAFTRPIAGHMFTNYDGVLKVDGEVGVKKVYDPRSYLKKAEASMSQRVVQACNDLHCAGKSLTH
# GDH-TPI inh: GDH-TPI coupling enzyme inhibitors, primary screen, artefact control for M. tuberculosis FBA inhibitor project, biochemical, absorbance, full deck; GDH-TPI coupled enzyme counterscreen, NADH absorbance; inhibition, % at 4.8 µM; 1.2% of 360,000 active; AID 588335, 2011;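 further: 0% = DMSO wells and 100% = wells lacking the enzyme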
# BioA inh: M. tuberculosis BioA enzyme inhibitors, primary screen, biochemical, plate reader, single point, HTS; 7,8-diaminopelargonic acid synthase BioA (Mycobacterium tuberculosis); purified M. tuberculosis BioA enzyme; inhibition, % at 9.99 µM; 0.096% of 360,000 active; AID 602481, 2012; in the data active means inhibition above about 40%
# CCHF vOTU inh: CCHFV vOTU protease inhibitors, primary screen, biochemical, Pep-AMC substrate, fluorescence; Crimean-Congo hemorrhagic fever virus L polyprotein viral ovarian tumor (vOTU) protease …; inhibition, % at 11.5 µM; 0.55% of 370,000 active; further: 0% = vehicle wells with enzyme and 100% = no enzyme wells
# Rv3671c protease: Rv3671c serine protease inhibitors, primary screen, biochemical, fluorescence polarization, M. tuberculosis H37Rv | P9WHR9 | inhibition, % at 5.96 µM | 0.048% of 320,000 active | AID 2606, 2010; in the data active means inhibition above about 38%;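 further: extracellular domain of Rv3671c used as enzyme; 0% = enzyme with DMSO and 100% = no enzyme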
# An asterisk follows results filed as active; / = no result given. Unless noted, no stated cut-off is given here; in the data, active means inhibition above about 30%; inactive means the rest.
# Preview, 9 compounds:
SMILES,DUSP3 inh,BoNT F protease,FadD28 FP inh,MazEF act,Mtb UGM inh,FBA Mtb inh,GDH-TPI inh,BioA inh,CCHF vOTU inh,Rv3671c protease
Cc1nc(N2CCOCC2)c2c(C)c(C(=O)Nc3ccc(F)cc3F)sc2n1,14.1,-2.1,-2.5,7.8,-3.5,1.4,37.5*,0.1,11.1,-14.5
CC(C)(C(=O)c1ccccc1)/[N+]([O-])=C/c1ccccc1,/,0.0,0.2,1.6,-4.5,2.4,4.2,-3.1,-15.8,-5.2
COC(=O)c1ccc(C(c2c(N)n(Cc3ccccc3)c(=O)n(C)c2=O)N2CCOCC2)cc1 (stereo not given),15.4,8.7,-0.4,6.3,0.7,-4.2,6.2,6.8,1.1,-4.2
CN1CCN(CCCNC(=O)c2ccc(Cn3c(=S)[nH]c4ccc(Br)cc4c3=O)cc2)CC1,27.7,-2.9,-5.4,9.5,1.4,-0.8,3.8,29.7,-11.0,-0.5
CCC(O)(CCN1CCCCC1)c1ccccc1 (stereo not given),8.1,1.4,0.2,10.4,0.3,0.9,-4.7,-1.3,3.8,-12.0
CCOc1ccc(C(C)=O)cc1CN1C(=O)NC(C)(C2CC2)C1=O (stereo not given),20.2,-3.7,-2.3,7.0,-0.4,-3.2,-1.2,0.1,-10.8,4.8
CCC(Sc1ccc(Cl)cc1)C(=O)Nc1nnc(-c2cccc([N+](=O)[O-])c2)s1 (stereo not given),0.2,-0.1,-0.4,4.5,2.3,2.0,13.5,-1.1,1.6,9.1
C/C=C(\C)C(=O)N[C@@H](c1ccccc1)[C@@H](O)C(=O)O[C@H]1C[C@@]2(O)[C@@H](OC(=O)c3ccccc3)C3[C@](C)(C(=O)[C@H](OC(C)=O)C(=C1C)C2(C)C)[C@H](O)C[C@H]1OC[C@@]31OC(C)=O (stereo not given in full),16.6,-9.3,-4.0,1.2,-1.8,-2.7,3.5,-1.1,1.4,-10.0
O=C(N/N=C/c1c[nH]c2ccccc12)c1ccccc1O,28.0,-25.0,2.0,1.5,-3.2,-1.0,25.6,/,11.9,6.0

# Main list (from the top)
SMILES,DUSP3 inh,BoNT F protease,FadD28 FP inh,MazEF act,Mtb UGM inh,FBA Mtb inh,GDH-TPI inh,BioA inh,CCHF vOTU inh,Rv3671c protease
Cc1nc(N2CCOCC2)c2c(C)c(C(=O)Nc3ccc(F)cc3F)sc2n1,14.1,-2.1,-2.5,7.8,-3.5,1.4,37.5*,0.1,11.1,-14.5
CC(C)(C(=O)c1ccccc1)/[N+]([O-])=C/c1ccccc1,/,0.0,0.2,1.6,-4.5,2.4,4.2,-3.1,-15.8,-5.2
COC(=O)c1ccc(C(c2c(N)n(Cc3ccccc3)c(=O)n(C)c2=O)N2CCOCC2)cc1 (stereo not given),15.4,8.7,-0.4,6.3,0.7,-4.2,6.2,6.8,1.1,-4.2
CN1CCN(CCCNC(=O)c2ccc(Cn3c(=S)[nH]c4ccc(Br)cc4c3=O)cc2)CC1,27.7,-2.9,-5.4,9.5,1.4,-0.8,3.8,29.7,-11.0,-0.5
CCC(O)(CCN1CCCCC1)c1ccccc1 (stereo not given),8.1,1.4,0.2,10.4,0.3,0.9,-4.7,-1.3,3.8,-12.0
CCOc1ccc(C(C)=O)cc1CN1C(=O)NC(C)(C2CC2)C1=O (stereo not given),20.2,-3.7,-2.3,7.0,-0.4,-3.2,-1.2,0.1,-10.8,4.8
CCC(Sc1ccc(Cl)cc1)C(=O)Nc1nnc(-c2cccc([N+](=O)[O-])c2)s1 (stereo not given),0.2,-0.1,-0.4,4.5,2.3,2.0,13.5,-1.1,1.6,9.1
C/C=C(\C)C(=O)N[C@@H](c1ccccc1)[C@@H](O)C(=O)O[C@H]1C[C@@]2(O)[C@@H](OC(=O)c3ccccc3)C3[C@](C)(C(=O)[C@H](OC(C)=O)C(=C1C)C2(C)C)[C@H](O)C[C@H]1OC[C@@]31OC(C)=O (stereo not given in full),16.6,-9.3,-4.0,1.2,-1.8,-2.7,3.5,-1.1,1.4,-10.0
O=C(N/N=C/c1c[nH]c2ccccc12)c1ccccc1O,28.0,-25.0,2.0,1.5,-3.2,-1.0,25.6,/,11.9,6.0
Cc1cccc(-c2n[nH]c(S(C)(=O)=O)c2C#N)c1,12.0,5.3,-3.0,-7.5,0.8,4.3,-5.6,/,-9.6,6.0
CC(=O)c1sc(NC(=O)c2cc(S(=O)(=O)N3CCOCC3)ccc2F)nc1C,/,-2.8,-3.3,2.4,0.6,-2.7,26.6,1.3,18.5,4.3
COc1cc(NC(=O)c2ccc(COCC(F)(F)F)cc2)cc(OC)c1OC,-7.7,3.8,-1.7,-7.5,0.5,-1.3,6.9,0.5,6.5,-1.5
C=CCN(C(=O)C1CC(=O)N(C2CCCC2)C1)c1nc(-c2ccc(S(C)(=O)=O)cc2)cs1 (stereo not given),/,-3.4,-1.3,0.8,-1.0,17.6,-1.3,3.4,14.5,-13.8
CNC(=O)c1ccsc1NC(=O)c1ccccc1,10.4,-5.8,-1.7,-2.6,7.3,4.3,9.1,1.3,-2.0,2.9
O=C(Nc1ccccc1)c1cccc(S(=O)(=O)Oc2ccc([N+](=O)[O-])cc2)c1,-6.9,4.0,-2.6,-2.8,3.9,0.6,-2.6,/,-6.9,-13.1
CC(C)c1ccc(OCC(=O)NNC(=S)NC(=O)C2CC2)cc1,5.0,-10.7,0.7,4.2,-2.8,2.7,3.1,-0.3,2.5,3.3
CC(C)(C)NC(=O)COC(=O)Cc1ccc(Cl)cc1,31.8,-0.8,-0.8,-3.7,-1.8,0.0,3.8,-1.1,-2.3,4.7
CCCc1n(CC)c2ccccc2[n+]1CC(O)COC1CCCCC1 (stereo not given),16.3,-5.2,-3.2,8.1,0.4,-6.6,-2.5,2.8,8.3,-8.3
Cc1ccc(C)c(NC(=O)c2c(Cl)nc3ccccn23)c1,2.0,-1.2,-0.8,2.7,3.7,1.1,2.5,/,12.9,-8.9
COc1ccccc1NC(=O)c1sc2nc(Cc3ccccc3)cc(C(F)(F)F)c2c1N,25.4,11.7,1.2,-35.7,30.2*,1.0,7.8,/,/,-2.1
C=CC1=C(C(=O)O)N2C(=O)C(NC(=O)Cc3ccccc3)C2SC1 (stereo not given),0.3,/,-0.5,-6.7,1.5,-0.9,13.0,-2.1,-19.6,-18.1
O=C(CN1CCCCC1)NCCNC(=O)CN1CCCCC1,-7.5,-3.5,-0.6,1.0,2.8,-3.5,10.1,/,4.0,-0.7
Cc1ccc(C)c(NC(=S)NNC(=S)Nc2ccc(C(C)C)cc2)c1,10.6,-2.2,2.2,3.9,1.1,-2.3,8.4,-0.2,21.0,7.5
COc1ccc(C2=CC(=O)CC(c3ccc(F)cc3)C2)cc1 (stereo not given),/,-2.5,-5.3,1.2,-2.2,0.2,22.7,-0.9,-1.8,-5.7
Cc1ccc(CC(CC(=O)O)C(=O)Nc2ccc(Cl)cc2)cc1 (stereo not given),0.7,-5.5,-2.7,7.0,3.5,3.3,1.7,0.9,5.1,-16.2
CCOC(=O)N1CCC(NC(=O)c2cc(S(=O)(=O)N3CCCC3)cn2C)CC1,34.3,-7.0,-3.1,0.3,-0.3,-2.2,9.6,0.0,0.8,-8.6
COc1ccc(C)cc1-n1nnnc1SCC(=O)N1CCC(C(=O)Nc2nccs2)CC1,-1.9,-2.0,-1.3,-7.4,-0.5,-0.5,19.5,1.0,-9.3,-1.3
Cn1c(=O)[nH]c(=O)c2c1nc(CN1CCN(c3ccccc3F)CC1)n2CCc1ccccc1,22.0,-9.7,-2.7,11.6,-1.3,2.2,-7.3,0.2,-3.9,1.2
O=C(CN1C2=NCCCN2c2ccccc21)c1ccc(Br)s1,10.5,13.9,-2.7,-3.7,0.4,3.1,0.8,1.8,-0.1,-1.0
CCC(=O)N1CCc2cc(S(=O)(=O)NCCC(=O)NCc3ccccc3Cl)ccc21,24.4,-1.4,-3.7,4.7,-0.5,0.6,1.7,-0.3,-1.9,-6.6
CCOc1ccc(C(=O)N(CN2CCCC2=O)c2ccc(C)cc2)cc1,0.9,/,/,-4.2,0.3,/,/,/,-0.2,9.4
CC(/C=N/NC(=O)c1ccc(Cn2cc([N+](=O)[O-])cn2)o1)=C\c1ccccc1,10.1,-3.3,-2.1,12.1,1.9,2.6,17.9,-0.9,19.0,-5.2
Cc1nc2c(nnn2Cc2ccccc2Cl)c(=O)[nH]1,27.9,4.7,-3.6,-6.8,3.6,1.1,3.0,-1.8,-6.2,4.1
COC(=O)C(C)Oc1ccc(Cc2ncc(C(F)(F)F)cc2Cl)cc1 (stereo not given),/,-12.3,-0.8,-1.4,-2.0,2.6,-1.7,0.3,-1.5,0.3
CCN(C(=O)CCN1C(=O)c2ccccc2C1=O)C1CCCCC1,7.1,0.2,-1.1,-0.6,0.3,-0.8,0.4,0.0,-11.1,7.4
CCOc1ccc(C2NC(=O)NC(C)=C2C(=O)OCc2ccccc2)cc1 (stereo not given),0.1,8.3,0.6,-20.6,-1.9,0.2,3.5,-0.6,-10.2,4.9
Cc1ccc(NC(=O)CN2C(=O)CN=C(c3ccccc3)c3cc(Cl)ccc32)cc1,-12.8,1.2,-0.1,6.6,/,3.8,-0.5,-0.1,4.7,-2.7
O=C(CSc1nc2ccccc2s1)c1cc2ccccc2o1,12.0,-0.8,-0.3,26.2,-3.5,2.3,10.6,/,/,-36.7
COC(=O)c1ccc(N2CCCCC2)c(NS(=O)(=O)c2ccc(C)cc2)c1,-6.1,6.2,-0.5,1.5,-1.1,1.0,6.7,-1.0,0.1,-6.8
CCOC(=O)N1N=C(c2ccccc2)CC1(O)C(C)(F)F (stereo not given),9.1,0.7,-1.1,0.9,2.5,-0.4,1.6,/,3.8,1.3
CCCn1c(N)cc(=O)n(CCC)c1=O,13.1,1.5,-4.1,11.6,2.8,-2.3,-1.3,/,0.1,3.0
COc1cc(C(=O)OCC(=O)c2c(N)n(C)c(=O)n(C)c2=O)ccc1OCCC(C)C,0.5,2.5,1.1,14.4,2.4,0.6,-3.5,/,-0.3,2.2
O=S(=O)(N/N=C/c1ccc(OC2CSC2)cc1)c1ccccc1,39.1,-2.0,1.1,2.8,/,-0.8,7.8,0.9,-5.0,-1.3
CCCn1c(=O)c2ccccc2n2c(SCC(=O)c3cc(C)n(CCOC)c3C)nnc12,9.9,-4.2,-2.1,3.3,/,0.4,5.8,/,0.5,/
O=C1c2ccccc2C(Nc2ccc(Cl)cn2)N1Cc1ccccc1 (stereo not given),29.2,3.0,-2.9,13.7,3.0,0.1,4.8,-0.2,7.2,-2.4
CCCCNC(=O)CSc1nc2ccc(C)cc2[nH]1,38.6,1.8,-2.0,6.1,-2.2,-1.2,0.3,/,-0.5,4.6
CCCCC(=O)NNC(=S)NC(=O)c1ccc(C)cc1,22.5,-7.4,-1.4,4.3,6.1,0.0,6.2,/,-4.6,-0.7
CCC1(CC)C(=O)N(Cc2ccccc2)C(=O)N(Cc2ccccc2)C1=O,1.6,5.2,-1.9,-14.5,3.7,1.2,4.6,0.6,/,-9.2
Clc1ccc(-c2nnc(-c3ccccc3)c(-c3c[nH]c4ccccc34)n2)cc1,4.8,5.9,-2.8,-62.7,1.8,-3.8,0.0,-0.3,7.0,-1.7
CCS(=O)(=O)Nc1ccc(C2=NN(S(=O)(=O)CC)C(c3cccs3)C2)cc1 (stereo not given),18.2,2.1,-1.7,11.3,0.3,49.1*,14.5,2.9,-6.1,1.1
CCc1ccc(N(CC(=O)NC2CCCCC2)C(=O)CNC(=O)c2ccco2)cc1,-2.7,-9.8,0.9,3.8,0.8,3.3,-0.7,1.2,14.2,-9.4
